High-throughput results deposited in PubChem BioAssay by several laboratories.
SV40 large T antigen: SV40 large T antigen inhibitors, biochemical (AID 1903); inhibition, % at 20 µM; hits with a dose series show IC50 in µM; SV40 large T antigen ATPase/helicase inhibition assay; higher % means a stronger effect; 310,000 compounds, 0.39% hits; in the data active = a potency from the dose series; note: strong numbers were not always called active
GPR35 arrestin U2OS: inhibition of zaprinast-stimulated GPR35 beta-arrestin translocation – imaging, U2OS, beta-arrestin-GFP, zaprinast agonist, primary screen (AID 2058). 290,000 compounds, 0.052% hits. inhibition, % at 10 µM; hits with a dose series show IC50 in µM. U2OS GPR35 beta-arrestin-GFP translocation imaging, zaprinast antagonism; higher % means a stronger effect;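 active = inhibition of at least 50% with at least 30 cells and total cytoplasm GFP at most 10,000,000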
GPR55 LPI antagonism: inhibition of LPI-stimulated GPR55 beta-arrestin translocation – imaging, U2OS, beta-arrestin-GFP, LPI agonist, primary screen (AID 2013); inhibition, % at 10 µM; hits with a dose series show IC50 in µM; U2OS GPR55 beta-arrestin-GFP translocation imaging, LPI antagonism; higher % means a stronger effect; 290,000 compounds, 0.13% hits;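 active = spots per cell inhibited over 60%, with over 100 cells counted and total cytoplasm intensity under 500,000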;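 note: U2OS cells stably carrying GPR55 and arrestin-GFP stimulated by 5 µM LPI near EC80; imaged beta-arrestin-GFP aggregate spots per cell after agonist stimulation; plate controls were LPI-stimulated DMSO wells for no effect and DMSO wells without LPI for full effect; some results filed as inactive read as strong as hits; confirmed hits need IC50 under 10 µM and bright autofluorescent wells are also inconclusive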
T cell modulator: T cell immune modulators affecting CD8 T cell-vesicle binding | 2C CD8+ T cell-vesicle binding, flow cytometry; stronger effect = lower value | calls only at 7 µM | 330,000 compounds, 0.068% hits | AID 2052;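 active = response, share of CD8 T cells binding vesicles, and their 90th percentile fluorescence all below set limits, cut at about 80% in these data, passing the limit was not always enough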
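System: murine 2C transgenic CD8+ T lymphocytes; also added: QL9-loaded Drosophila micro-vesicles; times: binding 1.5 h at 37 °C; measured by: flow cytometry, PE anti-B7-1 (FL2) versus Alexa647 anti-CD8 (FL8), PFA-fixed; control set: Peptide-free naked vesicles (low) and QL9 vesicles with 0.7% DMSO vehicle (high)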
GPR55 beta-arrestin: GPR55 agonists via beta-arrestin recruitment, primary screen, imaging, U2OS cells, beta-arrestin-GFP redistribution (AID 1961) | U2OS GPR55 beta-arrestin-GFP redistribution imaging; higher % means a stronger effect | one-dose activation, % at 10 µM; EC50 in µM for titrated hits | 290,000 compounds, 0.048% hits;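 active = activation above 40% with more than 50 cells counted in the well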;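 note: U2OS osteosarcoma cells stably expressing GPR55 and beta-arrestin-GFP; plate controls were DMSO negative control for no effect and LPI positive control for full effect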
Rac1 GTP hydrolysis: MgcRacGAP GTPase-activating activity inhibitors, confirmation, biochemical, ADP Hunter fluorescence | AID 624330 | MgcRacGAP-stimulated Rac1 GTP hydrolysis, ADP Hunter fluorescence; higher % means a stronger effect; GST-tagged Rac1 F28L mutant substrate | 340,000 compounds, 0.6% hits | inhibition, % at 30 µM, or IC50 in µM where a hit was titrated;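 active = first-screen hits whose inhibition reached a set limit at any dose in the follow-up dose series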;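 note: fluorescence reports GDP produced by GAP-driven GTP hydrolysis; strong numbers were not always called active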
Lipid droplet: modulators of hepatic lipid droplet formation; 240,000 compounds, 0.4% hits; AML12 mouse hepatocytes, oleate lipid droplets, BODIPY imaging; AID 1656; inhibition, % at 6.5 µM;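 active = lipid droplet intensity inhibited by at least 50%, with more than 500 cells counted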
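Test system: AML12 mouse liver cells; schedule: overnight exposure; technique: high-content imaging of BODIPY-stained droplets and DAPI nuclei; read-out: % inhibition of corrected integrated BODIPY droplet signal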
LYP phosphatase: inhibitors of LYP phosphatase, biochemical, fluorescence intensity, uHTS (AID 1779); recombinant LYP phosphatase, fluorescence intensity; higher % means a stronger effect; inhibition, % at 11.5 µM; hits with a dose series show IC50 in µM; 290,000 compounds, 0.054% hits; in the data active = inhibition above about 50%;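 note: plate controls were vehicle with enzyme for no effect and no enzyme for full effect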
NTR1 ag: NTR1-driven beta-arrestin-GFP spot formation – imaging, U2OS cells, high content, primary screen (AID 493036); agonist mode; activation, % at 20 µM; 330,000 compounds, 0.17% hits;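 active = activation at or above 40% of the spot to cytoplasm intensity ratio, with at least 20 cells analyzed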;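 note: 0% = DMSO without peptide and 100% = 100 nM NTR1 peptide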
Target sequence (P30989 whole entry, looked up): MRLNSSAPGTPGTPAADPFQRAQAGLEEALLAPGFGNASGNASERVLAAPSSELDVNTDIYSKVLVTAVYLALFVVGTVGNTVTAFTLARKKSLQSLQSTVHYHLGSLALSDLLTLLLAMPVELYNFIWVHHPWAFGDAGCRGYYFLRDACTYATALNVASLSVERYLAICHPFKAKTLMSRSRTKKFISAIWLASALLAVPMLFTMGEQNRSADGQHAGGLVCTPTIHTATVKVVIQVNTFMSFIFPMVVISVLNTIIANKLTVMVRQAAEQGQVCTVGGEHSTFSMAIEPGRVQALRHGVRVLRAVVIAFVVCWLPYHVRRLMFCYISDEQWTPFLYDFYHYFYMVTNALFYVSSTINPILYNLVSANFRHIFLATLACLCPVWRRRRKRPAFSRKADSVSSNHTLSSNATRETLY
Lipid droplet cells 6.5 µM: also measured in Lipid droplet; calls as there; cell count; measured here: cell count, cytotoxicity flag;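 cells counted across two imaged fields per well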
T cell modulator vesicle-bound %: further read-out of T cell modulator, marked with its call; double positive events, %; measured here: CD8+ vesicle-bound cell fraction;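 binding gate set so that unloaded-vesicle control wells show 10% double positive cells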
NTR1 ag cell count 20 µM: recorded beside NTR1 ag, whose call it bears; cell count; measured here: cell count, cytotoxicity flag
* hit, by the source's call; i = inactive; . = no result given.

item	SMILES	SV40 large T antigen	GPR35 arrestin U2OS	GPR55 LPI antagonism	T cell modulator	T cell modulator vesicle-bound %	GPR55 beta-arrestin	Rac1 GTP hydrolysis	Lipid droplet	Lipid droplet cells 6.5 µM	LYP phosphatase	NTR1 ag	NTR1 ag cell count 20 µM
1	CCOc1ccc(-n2c(C)cc(C(=O)CCl)c2C)cc1	7%	5%	-12%	i	48	0.1%	6%	28	669	0%	12	68
2	O=C(C1CCCN1S(=O)(=O)c1ccc(Cl)cc1)N1CCCCC1 (stereo not given)	6%	-3%	3%	i	63	0.3%	-2%	-8	862	-2%	-0.2	61
3	O=C(CSc1ccc2nnc(-c3ccncc3)n2n1)NCC1CCCO1 (stereo not given)	-6%	-10%	12%	i	40	0.3%	7%	2	720	-9%	0.0	56
4	Cc1c(C(=O)NC2CCCc3ccccc32)cccc1[N+](=O)[O-] (stereo not given)	3%	-5%	-2%	i	32	-0.1%	-3%	-2	873	-8%	0.3	57
5	Cn1c(=O)c2cc3ccc(Cl)cc3nc2n(C)c1=O	6%	3%	9%	i	18	0.0%	.	23	694	-10%	3.1	47
6	Cn1cnc2c1c(=O)n(Cc1cccc(F)c1)c(=O)n2C	7%	-5%	13%	i	26	0.6%	5%	-1	800	-7%	-1.7	57
7	CCc1ccc(CNC(=O)CCCn2c(=O)c3cccn3c3cccnc32)cc1	-3%	16%	-10%	i	24	0.2%	6%	3	698	-3%	2.9	70
8	c1ccc2[nH]c(CN3CCCCCC3)nc2c1	5%	-2%	3%	i	39	-0.1%	6%	0	622	-3%	-0.3	76
9	O=C(Nc1ccc2c(c1)CCC2)c1ccc(F)cc1	4%	15%	18%	i	34	1.2%	7%	2	715	-4%	3.2	45
10	O=C(NCc1ccccc1F)C1CCCN(c2cnccn2)C1 (stereo not given)	-13%	14%	3%	i	57	0.0%	-1%	-1	720	-5%	0.7	83
11	O=C(NCC1CCCO1)c1ccc([N+](=O)[O-])o1 (stereo not given)	8%	12%	3%	i	46	0.2%	3%	-15	692	-8%	3.0	56
12	CCC1(CC)C(=O)NC(=O)NC1=NCCc1c[nH]c2ccccc12	1%	-2%	6%	i	8	-0.1%	6%	5	753	-6%	-0.5	55
13	COc1cccc(C(=O)Nc2ncc3c(n2)CC(C)CC3=O)c1 (stereo not given)	9%	3%	10%	i	51	0.3%	6%	11	746	-3%	1.8	68
14	COc1ccccc1-n1cnnc1SCC(=O)N1CCN(C(=O)c2ccco2)CC1	13%	5%	6%	i	51	-0.2%	6%	8	673	4%	1.7	45
15	Cc1ccc(N=C2S/C(=C\c3cn(CC(=O)O)c4ccccc34)C(=O)N2C)cc1	14%	-10%	15%	i	39	0.1%	8%	-21	699	4%	0.8	52
16	Cc1ccc(S(=O)(=O)Nc2nc(N)n(-c3ccccc3)n2)cc1	16%	-27%	7%	i	19	-0.1%	.	5	698	-7%	0.1	41
17	COc1ccc(N2CC(C(=O)NCCN3C(=O)S/C(=C\c4cccnc4)C3=O)CC2=O)c(OC)c1 (stereo not given)	23%	.	.	i	9	.	4%	.	.	.	-2.0	69
18	O=c1[nH]cnc2cc(-c3ccccc3)sc12	-1%	6%	-10%	i	35	0.0%	6%	.	.	-1%	2.5	68
19	Cc1cccc(NC(=O)CCC2CCN(C(=O)c3ccc(C)s3)CC2)c1	9%	12%	-4%	i	45	-0.1%	10%	-15	702	-8%	0.1	54
20	CCSC1=NCCN1S(=O)(=O)c1ccc2ccccc2c1	10%	1%	1%	i	60	0.6%	15%	-20	711	-2%	-0.8	67
21	c1ccc2[nH]c(CSc3nc4ccccc4s3)nc2c1	8%	3%	-8%	i	13	-0.1%	15%	.	.	1%	0.3	39
22	CC(CC(=O)Nc1nnc(CC(C)(C)C)s1)c1ccccc1 (stereo not given)	33%	-6%	19%	i	61	0.3%	-4%	-1	787	-8%	1.2	41
23	C=C(C)CN1C(=O)C2(OCCO2)c2ccccc21	-2%	-9%	-15%	i	21	-0.1%	-5%	8	835	-8%	0.2	80
24	CC1N(O)C(c2ccc(Cl)cc2Cl)N(O)C1(C)C (stereo not given)	2%	-4%	4%	i	50	-0.3%	16%	-3	695	-8%	0.7	39
25	CCC(=O)NC(C)C(c1cccs1)N1CCN(c2ccccc2)CC1 (stereo not given)	55%	-9%	6%	i	49	0.3%	8%	-17	747	-7%	-1.2	47
26	Nc1nc(Nc2ccc(Cl)cc2)nc2ccccc12	11%	4%	10%	i	44	0.6%	11%	-10	761	-9%	1.2	83
27	Cc1cc(NC(=O)CSc2nnc(C3COc4ccccc4O3)o2)no1 (stereo not given)	12%	-1%	0%	i	43	-0.3%	-5%	.	.	-8%	0.7	70
28	CC1CCCN(C(=O)c2ccncc2)C1 (stereo not given)	2%	-8%	-6%	i	59	-0.1%	5%	8	686	-8%	1.1	61
29	Cc1nonc1C(=O)N/N=C/c1ccc(O)cc1O	34%	-11%	6%	i	29	-0.1%	69µM*	13	686	4%	0.3	48
30	COc1cc(C(=O)OC(C)CN2CCN(C)CC2)cc(OC)c1OC (stereo not given)	-3%	0%	9%	i	46	-0.2%	-3%	.	.	-11%	3.0	61
31	COc1ccc(C(=O)NCC(=O)OCC(=O)N(C)c2ccccc2)cc1	7%	-1%	8%	i	54	0.0%	1%	2	718	-4%	1.7	57
32	COc1ccc(NS(=O)(=O)c2c(C)[nH]c(=O)[nH]c2=O)cc1OC	25%	0%	-3%	i	29	0.0%	9%	-1	670	-6%	0.5	45
33	Cc1ccc(S(=O)(=O)Nc2cc(=O)[nH]c(SCC(=O)Nc3ccccc3C(F)(F)F)n2)cc1	12%	0%	10%	i	22	-0.1%	6%	-10	840	2%	1.3	38
34	O=C1NC(c2cccs2)Nc2sc3c(c21)CCCC3 (stereo not given)	18%	6%	-5%	i	35	-0.3%	18%	0	516	-2%	2.7	42
35	O=S(=O)(Cc1ccc(Cl)cc1)CC(O)COCc1ccccc1 (stereo not given)	4%	5%	7%	i	7	0.9%	0%	4	821	-10%	-0.1	54
36	CC(C)CC(=O)Nc1ncc([N+](=O)[O-])s1	28%	4%	-27%	i	46	-0.1%	18%	-14	649	-2%	-0.1	48
37	CCO[C@@H]1OC(C(=O)O)=C[C@H](C2CC2)[C@H]1CCCO	7%	3%	8%	i	43	0.1%	-4%	13	651	-6%	-5.0	105
38	CC(C)CNC(=O)C1CCCN1S(=O)(=O)c1ccc(Cl)cc1 (stereo not given)	11%	5%	-4%	i	25	0.0%	-2%	2	774	-2%	-1.0	59
39	CC(C)(C)c1ccc(C(=O)NCC(=O)N/N=C/c2cccnc2)cc1	13%	16%	4%	i	31	-0.2%	5%	-4	801	-10%	-1.3	37
40	CCOCC(=O)Nc1cc(C(=O)NCCc2ccccc2)ccc1Cl	0%	-6%	-6%	i	58	0.2%	-7%	39	728	-8%	3.0	42
41	CC1(OC(=O)C2CCCC2)C(=O)C=C2C=C(c3ccsc3)N(CC3CC3)C=C2C1=O (stereo not given)	22%	-10%	-15%	i	25	-0.1%	4%	-3	647	-3%	-4.4	57
42	Fc1ccccc1N1CCN(c2nc(-c3cccs3)nc3ccccc23)CC1	6%	-22%	23%	i	44	0.7%	4%	4	714	3%	4.4	62

One compound at a time (already shown). Values in the order: SV40 large T antigen | GPR35 arrestin U2OS | GPR55 LPI antagonism | T cell modulator | T cell modulator vesicle-bound % | GPR55 beta-arrestin | Rac1 GTP hydrolysis | Lipid droplet | Lipid droplet cells 6.5 µM | LYP phosphatase | NTR1 ag | NTR1 ag cell count 20 µM
O=C1NC(c2cccs2)Nc2sc3c(c21)CCCC3 (stereo not given) in the list: 18% | 6% | -5% | i | 35 | -0.3% | 18% | 0 | 516 | -2% | 2.7 | 42
Fc1ccccc1N1CCN(c2nc(-c3cccs3)nc3ccccc23)CC1 in the list: 6% | -22% | 23% | i | 44 | 0.7% | 4% | 4 | 714 | 3% | 4.4 | 62
COc1cc(C(=O)OC(C)CN2CCN(C)CC2)cc(OC)c1OC (stereo not given) in the list: -3% | 0% | 9% | i | 46 | -0.2% | -3% | . | . | -11% | 3.0 | 61
COc1ccc(NS(=O)(=O)c2c(C)[nH]c(=O)[nH]c2=O)cc1OC in the list: 25% | 0% | -3% | i | 29 | 0.0% | 9% | -1 | 670 | -6% | 0.5 | 45
CC1N(O)C(c2ccc(Cl)cc2Cl)N(O)C1(C)C (stereo not given) in the list: 2% | -4% | 4% | i | 50 | -0.3% | 16% | -3 | 695 | -8% | 0.7 | 39
